# Apoferritin bind = binds horse apoferritin like a general anesthetic; AID 485281; Potency, µM (top dose mostly 77.5 µM), for inactives: at the top dose activity change, negative = displacement, hits mostly inhibitors; apoferritin/1-aminoanthracene competitive binding, fluorescence; 350,000 tested, 0.074% active; also: potency is read from the fitted curve at half-maximal effect; % is scaled to controls: 0 for no effect and ±100 for the full control effect; nearly all actives have a fitted effect of over 20% in size
#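 Apoferritin-based anesthetic binding model; compound displacement of fluorescent 1-AMA measured as endpoint fluorescence after 10 minutes at room temperature, scaled to free-ligand and complex controls.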
# POLH inh = blocks human DNA polymerase eta activity; recombinant Pol eta, fluorescent DNA replication assay; Q9Y253; Potency, µM (top dose mostly 114 µM), for inactives: at the highest dose activity change, negative = inhibition, most hits filed as inhibitors; 390,000 tested, 1.2% active; AID 588591; also: potency is read from the fitted curve at half-maximal effect; % is scaled to controls: 0 for no effect and ±100 for the full control effect
#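 Pol eta (10 nM) was preincubated with compounds for 15 min at room temperature, after which fluorescent replication substrate (50 nM final) was added to start the reaction. Fluorescence was read kinetically at 0 and 10 min.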
# POLK inh = DNA polymerase kappa (human) inhibition. Potency, µM (top dose mostly 107 µM), for inactives: top-dose activity, negative = inhibition, hits mostly inhibitors. 400,000 tested, 0.53% active. purified Pol kappa, fluorescent DNA synthesis assay, 10 min; also: potency is read from the fitted curve at half-maximal effect; % is scaled to controls: 0 for no effect and ±100 for the full control effect
#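 Activity was followed as the change in fluorescence between reads at 0 and 10 min after starting the reaction with 50 nM substrate. Beforehand, 10 nM polymerase had been preincubated with compound for 15 min at room temperature.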
# Tb PGK inh = inhibitors of T. brucei phosphoglycerate kinase; P07378; PGK/GAPDH coupled, Kinase-Glo luminescence, 60 min; Potency, µM (titrated, usually from 57.5 µM), inactives show at the highest dose activity change, negative = inhibition, usual class: inhibitors; 380,000 tested, 0.043% active; AID 602233; also: potency is read from the fitted curve at half-maximal effect; % is scaled to controls: 0 for no effect and ±100 for the full control effect; nearly all actives have a fitted effect of over 60% in size
#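 Luminescent ATP detection (Kinase-Glo Plus) follows a 60-minute room-temperature incubation, with wells lacking PGK as controls. Buffer: 100 mM TEA (pH 7.6), 5 mM MgCl2, 0.01% Tween-20. Coupling enzyme GAPDH (100 nM final) supplies unstable 1,3-BPG in-well.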
# APEX1 inh = APE1 (human) endonuclease inhibition; P27695; recombinant APE1, TAMRA/BHQ-2 abasic DNA cleavage fluorescence; Potency, µM (highest dose often 65.8 µM), inactives show top-dose activity change, negative = inhibition, actives largely listed as inhibitors; 350,000 tested, 0.35% active; AID 2517;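 also: potency is read from the fitted curve at half-maximal effect; plate controls were vehicle for no effect and reference inhibitor for full effect; nearly all actives have a fitted effect of over 55% in size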
#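 Step 1: APE1 (0.75 nM) with compound, 15 min RT. Step 2: add 50 nM fluorophore/quencher THF duplex. Step 3: three fluorescence reads 60 s apart (525/598 nm); read 3 minus read 1 = reaction progress.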
# RXFP1 antagonist = antagonists of human relaxin receptor RXFP1; AID 1259400; HEK293-RXFP1, relaxin-stimulated cAMP HTRF, 30 min; hits give low values; 350,000 tested, 0.59% active; Q9HBX9; activity change, negative = inhibition, % at 57.5 µM;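 active = activity change of -60% or lower, but not beyond a set lower limit; inconclusive = change between -60% and -40%, or beyond the set limit; inactive = change above -40%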; also: % is scaled to controls: 0 for no effect and ±100 for the full control effect
# POLB inh = inhibitors of human DNA polymerase beta; Pol beta primer extension/strand displacement, fluorescence kinetic; Potency, µM (top dose mostly 114 µM), without a hit: at the top dose activity change, negative = inhibition, hits mostly inhibitors; 340,000 tested, 1.3% active; P06746; also: potency is read from the fitted curve at half-maximal effect; % is scaled to controls: 0 for no effect and ±100 for the full control effect
#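 Pol beta (10 nM) and compounds were preincubated 15 min at room temperature, then 50 nM substrate (final) started primer extension/strand displacement. Reads were taken at 0 and 10 min; concentration-response data were fitted to a four-parameter Hill equation.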
# BLM helicase inh = blocks DNA unwinding by human BLM helicase | P54132 | recombinant BLM DNA unwinding, fluorescence dequenching | Potency, µM (doses to about 56.1 µM), for the others: at the top dose activity change, negative = inhibition, usual class: inhibitors | 350,000 tested, 0.2% active | AID 2528;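 also: potency is read from the fitted curve at half-maximal effect; plate controls were vehicle for no effect and no enzyme for full effect; nearly all actives have a fitted effect of over 35% in size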
# Target sequence (P54132 whole entry, looked up): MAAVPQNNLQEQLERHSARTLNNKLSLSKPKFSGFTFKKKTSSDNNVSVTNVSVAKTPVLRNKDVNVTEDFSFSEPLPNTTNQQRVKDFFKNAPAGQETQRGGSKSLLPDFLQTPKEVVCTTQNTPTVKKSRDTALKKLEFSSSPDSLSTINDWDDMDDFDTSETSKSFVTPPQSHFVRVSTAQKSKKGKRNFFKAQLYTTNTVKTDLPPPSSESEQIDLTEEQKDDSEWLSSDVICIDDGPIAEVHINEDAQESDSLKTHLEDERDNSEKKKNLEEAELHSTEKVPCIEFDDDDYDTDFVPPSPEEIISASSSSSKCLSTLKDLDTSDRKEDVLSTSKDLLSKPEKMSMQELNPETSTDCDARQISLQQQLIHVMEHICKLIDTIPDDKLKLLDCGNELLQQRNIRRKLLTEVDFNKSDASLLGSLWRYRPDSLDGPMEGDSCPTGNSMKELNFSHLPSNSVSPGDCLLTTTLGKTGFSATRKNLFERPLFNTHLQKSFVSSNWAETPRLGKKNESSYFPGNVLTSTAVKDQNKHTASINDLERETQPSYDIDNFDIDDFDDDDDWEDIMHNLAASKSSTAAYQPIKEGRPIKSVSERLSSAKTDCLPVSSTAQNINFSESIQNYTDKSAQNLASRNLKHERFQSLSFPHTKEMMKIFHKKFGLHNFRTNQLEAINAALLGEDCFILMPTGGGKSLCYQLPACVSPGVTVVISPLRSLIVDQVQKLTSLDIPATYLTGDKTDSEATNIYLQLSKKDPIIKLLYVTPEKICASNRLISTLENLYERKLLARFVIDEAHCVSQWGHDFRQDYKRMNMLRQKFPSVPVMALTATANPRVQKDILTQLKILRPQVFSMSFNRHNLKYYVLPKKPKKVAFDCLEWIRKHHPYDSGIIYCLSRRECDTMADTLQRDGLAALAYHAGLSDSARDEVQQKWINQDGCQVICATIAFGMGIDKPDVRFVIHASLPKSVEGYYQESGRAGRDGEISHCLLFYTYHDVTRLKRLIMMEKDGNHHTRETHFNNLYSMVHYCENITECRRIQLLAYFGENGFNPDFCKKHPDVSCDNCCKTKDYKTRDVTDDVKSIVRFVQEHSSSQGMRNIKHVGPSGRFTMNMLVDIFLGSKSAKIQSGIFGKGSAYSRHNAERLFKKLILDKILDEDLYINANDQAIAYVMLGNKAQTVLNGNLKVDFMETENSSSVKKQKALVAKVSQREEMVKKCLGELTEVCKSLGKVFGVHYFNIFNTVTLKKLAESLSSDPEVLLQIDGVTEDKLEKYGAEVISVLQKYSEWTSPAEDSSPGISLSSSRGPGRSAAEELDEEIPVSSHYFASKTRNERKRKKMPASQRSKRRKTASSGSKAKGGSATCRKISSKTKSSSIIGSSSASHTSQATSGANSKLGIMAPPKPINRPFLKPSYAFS
# Pol iota inh = blocks human DNA polymerase iota activity; Q9UNA4; Pol iota fluorescent replication assay, 10 min; Potency, µM (series often up to 115 µM), without a hit: at the top dose activity, negative = inhibition, most hits filed as inhibitors; 390,000 tested, 1% active; AID 588590; also: potency is read from the fitted curve at half-maximal effect
#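 Pol iota at 10 nM preincubated 15 min with compounds at room temperature; reaction started with fluorescent substrate, 50 nM final. Fluorescence read kinetically at 0 and 10 min; buffer-only wells as negative control.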
# Numbers without * were called inactive; i = inactive; ? = inconclusive; · = no result given; [ ] = remark or other dose. Unless noted, calls follow the shape of the dose curve; as a rule, active = well fitted curve in the direction sought with a large enough effect; inconclusive = small, poorly fitted or top-dose-only effect, or another doubt; inactive = no such curve, though single readings can be large; an effect the other way counts as inactive or inconclusive.
Apoferritin bind | POLH inh | POLK inh | Tb PGK inh | APEX1 inh | RXFP1 antagonist | POLB inh | BLM helicase inh | Pol iota inh | Molecule
-13% | · | -5%[60.1 µM] | · | -1% | · | · | 3% | · | CC(C)=CC1C(CO)C1(C)C (stereo not given)
62%[activator] | -10% | -2% | -7% | 15% | 2 | 15% | -5% | -19% | COc1ccc(/C=C/c2nnc(NC(C)=O)s2)cc1
-17% | -9% | 4% | -1% | 3% | · | -3% | -6% | 5% | NC(=O)C1=C[C@H](C2CCCCC2)C[C@H](OCc2ccc(CO)cc2)O1
14% | -22% | -3% | 7% | -11% | 1 | 9% | -1% | 17% | CC(=O)c1ccc(S(=O)(=O)N2CCC3(CC2)OCCO3)cc1
· | -5% | -3% | -8% | -14% | -7 | · | · | 41%[activator] | O=C(CN1C(=O)c2ccc([N+](=O)[O-])cc2C1=O)NCCC1=CCCCC1
· | -12% | -17% | -7% | -1% | -14 | · | · | 11% | O=C(NC(=S)NC12CC3CC(CC(C3)C1)C2)c1ccc(F)cc1
· | -16% | -12% | i | 0% | -13 | · | · | -9% | CCC(=O)c1ccc(OCC(=O)N(CC)CC2COc3ccccc3O2)cc1 (stereo not given)
-15% | 0% | -3% | i | -1% | 6 | -1% | -7% | 32%[activator] | CCOC(=O)N1CCC(NC(=O)c2oc3c(c2C)-c2[nH]ncc2CC3)CC1
4% | -11% | -3% | -13% | 53%[activator] | -11 | -12% | -4% | 93%[activator] | O=C(Nc1ccc(C(=O)O)cc1)/C(=C\c1ccc(F)cc1)NC(=O)c1ccco1
-5% | -9% | -6%[60.1 µM] | 6% | · | -2 | 3% | 0% | 20% | Cc1cn(C)c(CC(=O)Nc2cccc(C#N)c2)c1C(=O)O
? | -10% | -8%[60.1 µM] | i | · | -23 | 14% | -4% | 20% | CCC1CCCCN1S(=O)(=O)c1cc2c3c(c1)CC(=O)N3CCC2 (stereo not given)
-3% | -17% | -3% | -4% | 12% | ? | 44% | -8% | 122%[activator] | O=C(CCn1c(=S)[nH]c2ccccc2c1=O)NCCSCc1ccccc1
-3% | -14% | -14% | · | 12% | 10 | 7% | -5% | -16% | CN(C)c1ccc(NC(=O)CCCCCn2nnc3ccccc3c2=O)cc1
· | 0% | -13% | -5% | 34% | 0 | · | · | 73%[activator] | CC(Sc1cccc[n+]1[O-])C(=O)Nc1cc(Cl)c(Cl)cc1Cl (stereo not given)
4% | -16% | -5% | -4% | 39%[activator] | 1 | -22% | -7% | 63%[activator] | COc1ccc2c(c1OC)C(=O)N(c1ccc(O)cc1)C2
-12% | -3% | -5% | -10% | 3% | 2 | 21% | -9% | 144%[activator] | CCCCCOc1ccc(C(=O)NCCC(=O)NCCCC(=O)OCC)cc1
-8% | -13% | 12% | i | 26% | · | 2% | -2% | 8% | CC(C)(C)OC(=O)N[C@@H](COCc1ccccc1)C(=O)N[C@@H](CO)[C@H](O)[C@@H]1C[C@@H]1C(=O)NC1CCCCC1
41%[activator] | -16% | -9% | i | -12% | 8 | 3% | -18% | 5% | COCCn1c(SCC(=O)Nc2ccc(Cl)c(S(=O)(=O)N(C)C)c2)nc2ccccc21
· | -4% | -6% | -9% | · | -10 | · | · | 5% | O=C(O)C(=Cc1cc2c(cc1[N+](=O)[O-])OCO2)c1cc2c(cc1Br)OCO2
-4% | ? | ? | 2% | -4% | -10 | ? | -2% | ? | Cc1ccc2cc3cc(C(=O)N4CCN(C(=O)c5ccco5)CC4)sc3nc2c1

# Compounds from the list above with nitrogen in an aromatic ring, in the order listed:
Apoferritin bind | POLH inh | POLK inh | Tb PGK inh | APEX1 inh | RXFP1 antagonist | POLB inh | BLM helicase inh | Pol iota inh | Molecule
62%[activator] | -10% | -2% | -7% | 15% | 2 | 15% | -5% | -19% | COc1ccc(/C=C/c2nnc(NC(C)=O)s2)cc1
-15% | 0% | -3% | i | -1% | 6 | -1% | -7% | 32%[activator] | CCOC(=O)N1CCC(NC(=O)c2oc3c(c2C)-c2[nH]ncc2CC3)CC1
-5% | -9% | -6%[60.1 µM] | 6% | · | -2 | 3% | 0% | 20% | Cc1cn(C)c(CC(=O)Nc2cccc(C#N)c2)c1C(=O)O
-3% | -17% | -3% | -4% | 12% | ? | 44% | -8% | 122%[activator] | O=C(CCn1c(=S)[nH]c2ccccc2c1=O)NCCSCc1ccccc1
-3% | -14% | -14% | · | 12% | 10 | 7% | -5% | -16% | CN(C)c1ccc(NC(=O)CCCCCn2nnc3ccccc3c2=O)cc1
· | 0% | -13% | -5% | 34% | 0 | · | · | 73%[activator] | CC(Sc1cccc[n+]1[O-])C(=O)Nc1cc(Cl)c(Cl)cc1Cl (stereo not given)
41%[activator] | -16% | -9% | i | -12% | 8 | 3% | -18% | 5% | COCCn1c(SCC(=O)Nc2ccc(Cl)c(S(=O)(=O)N(C)C)c2)nc2ccccc21
-4% | ? | ? | 2% | -4% | -10 | ? | -2% | ? | Cc1ccc2cc3cc(C(=O)N4CCN(C(=O)c5ccco5)CC4)sc3nc2c1

# Back to the main list, repeating the 2 entries before the break.
Apoferritin bind | POLH inh | POLK inh | Tb PGK inh | APEX1 inh | RXFP1 antagonist | POLB inh | BLM helicase inh | Pol iota inh | Molecule
· | -4% | -6% | -9% | · | -10 | · | · | 5% | O=C(O)C(=Cc1cc2c(cc1[N+](=O)[O-])OCO2)c1cc2c(cc1Br)OCO2
-4% | ? | ? | 2% | -4% | -10 | ? | -2% | ? | Cc1ccc2cc3cc(C(=O)N4CCN(C(=O)c5ccco5)CC4)sc3nc2c1
-8% | -17% | -6%[60.1 µM] | -1% | · | · | ? | -6% | 15% | Cc1ccccc1CSc1ncc(CO)n1Cc1ccc(F)cc1
-6% | -8% | 0% | -7% | -2% | -9 | 2% | -1% | 9% | CC(=O)Nc1ccc(N2CCN(Cc3ccccc3F)CC2)cc1
· | -23% | -2% | i | 7% | -9 | · | · | 20% | N#Cc1ccc(C(=O)OCc2cccc(S(=O)(=O)N3CCOCC3)c2)cc1
-10% | · | 8% | · | · | -1 | 14% | -8% | 9% | COc1ccc(-c2nc(S(=O)(=O)c3ccccc3)c(N3CCCCC3)o2)cc1
-14% | 2% | -2% | 11% | 22% | 25 | 10% | -4% | 115%[activator] | Cc1ccc(C(=O)C2=C(O)C(=O)N(Cc3cccnc3)C2c2ccc(Br)cc2)o1 (stereo not given)
-6% | -11% | -10% | i | -4% | -10 | -1% | -3% | 0% | CC(CN(C(N)=O)c1ccccc1O)C(=O)O (stereo not given)
-2% | -2% | -13% | i | 10% | 1 | 2% | -2% | 9% | CCCCc1nnc(NC(=O)C=C(C)C)s1
-8% | 10% | -1% | -7% | -3% | -2 | 11% | -2% | -3% | COc1ccc(NC(=O)CN(C)C(=O)Cc2ccsc2)cc1

# Some of the compounds tested; rates above refer to the full screens.
